Screens deposited in PubChem by National Center for Advancing Translational Sciences (NCATS).
NPC1 prom act – activates the NPC1 promoter. Huh7 NPC1 promoter luciferase reporter, 24 h. Potency, µM (series often up to 9.22 µM), for the others: top-dose activation, usual class: activators. AID 485313. 320,000 tested, 2.4% active;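 also: % of control where 0% means no effect; nearly all actives have a fitted effect of over 60% in size; reporter is driven by a mutant NPC1 promoter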
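Stable NPC1-promoter luciferase Huh7 line; cpd (DMSO) 24 h, 37 °C, 5% CO2; Amplite luciferase reagent 10 min RT; luminescence readout. qHTS format.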
ELG1 genotoxic – inducers of genotoxicity in HEK293T ELG1-luciferase cells; 330,000 tested, 1.3% active; HEK293T ELG1-luciferase reporter, luminescence, 16 h; Potency, µM (doses to about 46 µM), for the others: at the top dose activity change, positive = activation, actives largely listed as activators; AID 504466; also: % of control where 0% means no effect; nearly all actives have a fitted effect of over 60% in size
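Reporter readout depends on ELG1 protein level, which increases with genetic stress. After 16 hr compound exposure at 37 °C, luciferase activity was quantified using ONE-Glo.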
Rab9 prom act – activators of Rab9 promoter. Huh7 Rab9 promoter-luciferase reporter, luminescence, 24 h. Potency, µM (top dose mostly 9.22 µM), for the others: at the highest dose activation, negative = inhibition, actives largely listed as activators. 320,000 tested, 2.8% active. AID 485297; also: % of control where 0% means no effect; nearly all actives have a fitted effect of over 60% in size
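Stable Rab9-luc Huh7, 1500 cells/well, 2 h settle; cmpd in DMSO, 24 h, 37 °C/5% CO2; luciferase reagent 10 min RT; luminescence.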
RORgamma inh – blocks mouse ROR gamma transcriptional activity; P51450; Drosophila S2 Gal4-RORgamma UAS-luciferase reporter, 20 h; Potency, µM (top dose mostly 53.6 µM), for inactives: top-dose activity change, negative = inhibition, actives largely listed as inhibitors; 310,000 tested, 5.4% active; AID 2551; also: % is scaled to controls: 0 for no effect and ±100 for the full control effect; nearly all actives have a fitted effect of over 60% in size
Target sequence (P51450 whole entry, looked up, the tested form may be a part): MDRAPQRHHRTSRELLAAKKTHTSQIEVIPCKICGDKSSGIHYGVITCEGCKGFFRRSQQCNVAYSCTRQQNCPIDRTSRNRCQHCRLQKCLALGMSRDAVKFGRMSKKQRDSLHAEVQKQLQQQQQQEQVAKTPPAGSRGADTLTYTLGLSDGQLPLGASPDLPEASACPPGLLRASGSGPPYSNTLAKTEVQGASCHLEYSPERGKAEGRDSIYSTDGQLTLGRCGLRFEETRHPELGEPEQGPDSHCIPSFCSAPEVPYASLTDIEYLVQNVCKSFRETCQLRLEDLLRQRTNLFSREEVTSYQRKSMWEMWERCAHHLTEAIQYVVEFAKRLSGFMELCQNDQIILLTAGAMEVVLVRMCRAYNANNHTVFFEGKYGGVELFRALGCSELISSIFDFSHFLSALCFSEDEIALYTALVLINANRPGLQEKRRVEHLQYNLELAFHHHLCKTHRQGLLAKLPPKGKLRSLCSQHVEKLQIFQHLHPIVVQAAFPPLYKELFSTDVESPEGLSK
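ROR gamma transcriptional activity was tracked as Gal4-UAS luciferase output in stably transfected Drosophila Schneider cells, with compound added 1 hr before 700 uM copper sulfate induction and a 20 hr ambient-temperature incubation.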
MBNL1 CUG block – blocks human MBNL1 binding to CUG repeat RNA; Q9NR56; TR-FRET MBNL1-His/biotin-(CUG)12 binding, 665/545 ratio; Potency, µM (highest dose often 57.5 µM), for inactives: at the highest dose activity change, negative = inhibition, usual class: inhibitors; 280,000 tested, 0.036% active; AID 2675; active = well fitted inhibition curve with a large enough effect in the signal ratio, with a control signal flat, not every such curve was filed as active; inconclusive = small, poorly fitted or top-dose-only effect, or effect the other way, or a change in a side signal; inactive = no such curve, though single readings can be large or run the other way; the % refers to the signal ratio; also: % is scaled to controls: 0 for no effect and ±100 for the full control effect
Target sequence (Q9NR56 whole entry, looked up): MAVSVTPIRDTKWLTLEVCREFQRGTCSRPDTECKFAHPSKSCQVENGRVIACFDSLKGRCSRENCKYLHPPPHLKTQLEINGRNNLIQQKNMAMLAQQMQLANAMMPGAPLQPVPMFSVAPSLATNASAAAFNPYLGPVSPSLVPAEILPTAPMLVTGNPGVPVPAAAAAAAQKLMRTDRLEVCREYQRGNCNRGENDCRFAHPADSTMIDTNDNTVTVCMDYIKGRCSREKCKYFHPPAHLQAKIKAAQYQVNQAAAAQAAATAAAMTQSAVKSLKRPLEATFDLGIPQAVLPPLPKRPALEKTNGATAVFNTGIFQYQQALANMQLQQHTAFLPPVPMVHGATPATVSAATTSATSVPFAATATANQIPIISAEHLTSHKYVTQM
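His-tagged MBNL1 binding to biotinylated (CUG)12 RNA was measured by TR-FRET using terbium anti-His antibody (0.055 ng/ul final) and streptavidin-XL665 (5 nM final). Compounds were titrated 92 nM to 58 uM; 60 min at room temperature.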
VP16 counter – Gal4-VP16 reporter inhibition counter-screen; Drosophila S2 Gal4-VP16 UAS-luciferase, luminescence, 20 h; 310,000 tested, 3.5% active; AID 2546; Potency, µM (doses to about 53.6 µM), for inactives: at the highest dose activity, negative = inhibition, usual class: inhibitors;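 also: Gal4-VP16 expression switched on by copper sulfate through the metallothionein promoter; % is scaled to controls: 0 for no effect and ±100 for the full control effect; nearly all actives have a fitted effect of over 50% in size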
BRCA1 expr up – increases BRCA1 expression; AID 624202; Potency, µM (titrated, usually from 46.1 µM), for inactives: top-dose activation, hits mostly activators; 380,000 tested, 1.1% active; MCF7-BRCA1-FFLuc reporter, luminescence, 48 h; response scale: scaled: vehicle 0%, 10 µM genistein 100%; also: nearly all actives have a fitted effect of over 80% in size; some results filed as inactive show a strong effect at the top dose
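Activators of BRCA1 expression were detected as increased firefly luciferase luminescence in engineered MCF7 cells after 48 h compound incubation. Signals were scaled to genistein 10 microM as full activation.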
uPA surface inh – inhibitors of cell surface uPA generation; 330,000 tested, 0.31% active; cell surface uPA generation assay, qHTS; AID 540303; Potency, µM (doses to about 38.3 µM), for the others: at the highest dose activity change, negative = inhibition, most hits filed as inhibitors; active = well fitted inhibition curve with a large enough effect; inconclusive = small, poorly fitted or top-dose-only effect; inactive = no such curve, though single readings can be large or run the other way; tested in mouse RAW 264.7 cells; also: % is scaled to controls: 0 for no effect and ±100 for the full control effect; nearly all actives have a fitted effect of over 55% in size
p53 reactivation – mutant p53 re-activation in reporter cells; AID 504706; H1299 p53-A138V BP100-luciferase reporter, luminescence, 24 h; Potency, µM (series often up to 92.2 µM), inactives show at the highest dose activity change, positive = activation, usual class: activators; 320,000 tested, 0.063% active; also: % of control where 0% means no effect; nearly all actives have a fitted effect of over 45% in size
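H1299 (p53-null), stable ts p53-A138V + BP100-Luc; 1000 cells/well, Opti-MEM/10% FBS; cpd 4 pt, 1:5; 24 h, 37 deg C, 5% CO2; detection reagent 10 min RT; luminescence.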
FLuc modulator – inhibits or activates purified firefly luciferase, miR-21 counter-screen | Potency, µM (doses to about 57.5 µM), inactives show at the top dose activity change, negative = inhibition, actives largely listed as inhibitors | P08659 | 360,000 tested, 6.9% active | purified FLuc, Km substrates, luminescence inhibition;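 also: plate controls were vehicle for no effect and reference inhibitor for full effect; nearly all actives have a fitted effect of over 55% in size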
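Purified P. pyralis luciferase (10nM final) with 10uM D-luciferin and 10uM ATP (Km levels) in 50mM Tris acetate pH 7.5, 10mM Mg acetate, 0.01% Tween-20, 0.05% BSA; qHTS 6-point titration, ~60 µM downward; luminescence read.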
Active calls of the source: *; ? = inconclusive; · = not tested or not shown; [ ] = dose if it differs, or a comment. Unless noted, calls follow the shape of the dose curve; as a rule, active = well fitted curve in the direction sought with a large enough effect; inconclusive = small, poorly fitted or top-dose-only effect, or another doubt; inactive = no such curve, though single readings can be large; an effect the other way counts as inactive or inconclusive. Potency is read from the fitted curve at half-maximal effect. Compounds were not picked by outcome; about 13% have a hit in one of these screens.

Structure	NPC1 prom act	ELG1 genotoxic	Rab9 prom act	RORgamma inh	MBNL1 CUG block	VP16 counter	BRCA1 expr up	uPA surface inh	p53 reactivation	FLuc modulator
COc1ccccc1NC(=O)CSc1nnc(C2CCCCC2)o1	4.6%	0.8%	1.1%	0.0%	0.9%	-0.5%	19.7%	1.0%	6.7%	-0.3%
CCOC(=O)N1CCN(S(=O)(=O)c2ccc(C(=O)N(CCN(C)C)c3nc4ccc(Cl)cc4s3)cc2)CC1	16.4%	24.8%	9.7%	-23.2%	-4.1%	-2.1%	89.6%	12.2%	7.4%	-3.6%
COc1cc2c(cc1OC)C(c1ccccc1)NC(C)(C)C2 (stereo not given)	-3.0%	-0.5%	0.4%	6.2%	-17.1%	13.2%	9.0%	-13.3%	0.4%	-0.5%
CC(=O)NC(=S)Nc1ccc2oc(=O)ccc2c1	13.7%	8.8%	18.2%	-7.5%	·	10.8%	21.9%	4.3%	15.8%	-17.0%
COc1ccc(Br)cc1/C=c1\sc2nc(-c3ccco3)nn2c1=O	0.9%	-0.1%	-6.2%	-5.2%	5.3%	0.2%	-4.8%	2.3%	6.8%	1.5%
S=C(Nc1ccc(Cl)cc1)N1CCN(C2CCCCC2)CC1	-2.0%	-0.2%	-6.0%	?	4.3%	-3.8%	1.8%	·	2.7%	-0.2%
C#CCn1cc(/C=N/NC(=O)COc2cccc3cccnc23)c2ccccc21	0.7%	3.8%	-1.6%	12.3%	·	-13.0%	1.9%	2.4%	9.9%	-18.4%
CC(=O)Nc1c(C(=O)O)oc2ccccc12	2.0%	3.4%	-6.8%	14.0%	1.8%	12.1%	2.6%	-0.7%	10.0%	4.0%
COc1ccccc1CCNS(=O)(=O)c1cn(C)c(=O)n(C)c1=O	0.8%	1.9%	1.1%	0.9%	-11.8%	3.8%	2.5%	-11.5%	1.3%	-1.6%
c1ccc(CNC2=NCCCCC2)cc1	0.7%	4.0%	1.4%	-41.6%	1.8%	2.6%	6.6%	0.9%	8.8%	3.5%
Cc1ccc2c(C)c(C(=O)Nc3c(C)n(C)n(-c4ccccc4)c3=O)oc2c1C	0.3%	-7.3%	-8.7%	34.6%	-3.0%	-5.7%	-26.9%	1.1%	-18.5%	-4.5%
COc1ccc(OC)c(-c2cc(C(=O)Nc3c(C)n(C)n(-c4ccccc4)c3=O)no2)c1	0.7%	2.5%	-3.1%	8.4%	-7.1%	-12.0%	-17.0%	·	-21.5%	-0.3%
O=C(NCc1ccccc1Cl)[C@@H]1CCCN1S(=O)(=O)c1ccc(Cl)cc1	·	0.3%	·	·	·	·	-11.7%	-5.7%	-6.0%	·
O=C(Nc1ccc(Cc2ccc(NC(=O)C3CC3)cc2)cc1)C1CC1	-5.2%	8.5%	-1.3%	-15.0%	2.2%	0.6%	-5.6%	19.0%	-2.9%	-0.2%
COC(=O)CCCc1nc2ccccc2s1	-0.9%	5.8%	0.6%	-41.1%	3.3%	?	25.1%	1.6%	4.4%	?
Cc1ccc(CCN2CC(C(=O)NCCc3ccccc3)CC2=O)cc1 (stereo not given)	0.7%	-0.1%[9.26 µM]	2.4%	6.7%	-1.9%	0.0%	-1.7%	-5.2%	0.1%	-0.4%
Clc1ccc(Oc2ccccc2)c2ncccc12	-0.4%	6.1%	-2.0%[1.84 µM]	5.5%	15.4%	15.0%	29.0%	-2.1%	2.9%	-0.3%
Cc1ccc(C(=O)C2CCN(C(=S)NCC3CCCO3)CC2)cc1 (stereo not given)	-1.8%	-1.1%	-13.5%	18.3%	-12.2%	-11.7%	45.2%	-9.0%	3.7%	3.0%
CSc1ccccc1NC(=O)CSc1n[nH]c(C)c1[N+](=O)[O-]	0.2%	-0.1%	8.4%	25.2%	4.4%	-3.4%	-12.6%	15.2%	1.7%	?
CCc1sc(C(=O)NCc2cc(C)n(C)n2)cc1Br	0.5%	-0.1%	-5.8%	?	3.3%	-5.7%	-54.9%	·	-3.2%	-3.0%
O=C1CCC(C(=O)N2CCCC(N3CCN(c4cccc(C(F)(F)F)c4)CC3)C2)=NN1 (stereo not given)	-2.4%	-4.3%	-2.2%	2.1%	-2.9%	-13.0%	-8.0%	-37.8%	14.9%	0.1%
CCCCc1cc2c(cc1NC(=O)CN1CCCCC1)OCCO2	0.8%	-0.6%	-1.2%	14.7%	·	-8.8%	4.0%	-2.1%	2.1%	-15.5%
Cc1c(C(=O)N(Cc2ccncc2)CC2CCCO2)oc2c(F)cccc12 (stereo not given)	-0.4%	0.0%	3.0%	?	0.3%	1.9%	-0.9%	7.3%	-12.3%	3.5%
O=C(Cn1nnc(-c2cccs2)n1)Nc1ccccc1C(F)(F)F	-1.2%	7.5%	0.2%	24.9%	-3.1%	-4.8%	-2.3%	-2.5%	5.5%	-0.7%
CCn1c(SCC(=O)NC2CCCCC2)nnc1-c1ccco1	2.5%	4.9%	0.5%	-12.5%	-7.9%	0.3%	12.4%	2.0%	-3.2%	1.2%
Fc1ccc(-n2c(-c3ccc4ccccc4n3)n[nH]c2=S)cc1	-5.0%	0.2%	-2.8%	13.2%	-4.9%	0.8%	-12.1%	4.2%	3.3%	2.5%
Cc1cccnc1NC(=O)CNC(=O)c1sc2ccccc2c1Cl	-2.6%	6.6%	-4.1%	·	·	·	1.9%	?	?	?
Cc1cccc(N2O[C@H]3C=CC2CCCC3)n1	·	7.1%	·	·	·	·	9.0%	20.0%	?	·
CCCn1c(C)cc(C(=O)COc2ncnc3sccc23)c1C	2.82µM*	?	2.24µM*	10.1%	-6.7%	10.1%	74.9%	·	?	8.49µM*
NC(=O)C1CC(=O)N(c2ccc(OCc3ccc(Cl)cc3Cl)cc2)C1 (stereo not given)	1.9%	5.7%	12.3%	12.4%	-9.1%	9.6%	44.4%	14.9%	-2.6%	?
CCN(CC)CCN(Cc1cc2cc3c(cc2[nH]c1=O)OCCO3)C(=O)NC1CCCCC1	0.4%	?	-4.5%	39.5%	3.0%	18.3%	-0.6%	0.5%	28.9%	-1.7%
COc1ccccc1N1CCN(C(=O)CSc2ncccc2-c2nc3ccccc3[nH]2)CC1	0.4%	4.2%	1.4%	8.4%	13.1%	7.1%	-0.4%	6.3%	6.8%	23.9µM*
O=[N+]([O-])c1ccc(N2CCN(CC(O)COc3ccccc3)CC2)cc1 (stereo not given)	2.6%	2.0%	-6.7%	-2.4%	2.6%	0.0%	-8.8%	-13.3%	0.5%	-0.6%
Cc1ccc(S(=O)(=O)N(CCC(=O)N2CCOCC2)c2ccccc2)cc1	-1.8%	2.3%	-3.8%	·	·	·	-15.9%	-1.6%	2.8%	0.7%
Cc1c(-c2ccccc2)cn2c1-c1ccc(C)n1CC2	2.1%	0.3%	8.3%	23.9%	?	11.4%	0.0%	0.8%	-2.6%	-9.9%
CC[C@]1(C(=O)OC)[C@H]2C(=O)N(Cc3ccccc3)C(=O)[C@H]2[C@H]2CN=C(SCC(=O)c3ccccc3)N21	·	?	·	·	·	·	7.5%	-3.7%	26.9%	·
CCOC(=O)c1c(N)sc(C(O)(C(F)(F)F)C(F)(F)F)c1-c1ccc(F)cc1	-12.0%	-2.8%	-3.3%	-25.7%	-0.6%	?	1.2%	0.0%	-6.0%	-3.3%
Cc1ccc(C(=O)Nc2cccnc2)cc1Cl	?	29.8%	23.1%	29.2%	-9.2%	5.4%	1.1%	-4.3%	-12.6%	?
CCN1CCN(C(CNC(=O)c2ccc3c(c2)OCO3)c2cccnc2)CC1 (stereo not given)	2.3%	7.3%	-3.0%	12.6%	1.0%	-13.9%	66.1%	-12.0%	?	-16.6%
CCN(Cc1ccncc1)C(=O)CC1C(=O)NCCN1Cc1ccc(F)c(F)c1 (stereo not given)	4.3%	-7.0%	1.2%	-3.6%	-0.4%	-4.7%	25.1%	17.6%	-4.4%	-2.4%
Cc1ccc(S(=O)(=O)Nc2ccc3cn[nH]c3c2)c(C)c1	-0.5%	-5.4%	-1.7%	·	·	·	-39.4%	-19.3%	-4.5%	-16.2%
CCOC(=O)c1sc(NC(=O)CSc2nc3ccccc3o2)c(C(=O)OCC)c1C	2.4%	1.3%	-9.9%	3.16µM*	-3.3%	2µM*	-11.4%	2.5%	1.4%	-0.2%
CCOc1ccccc1CN1CCN(C2CCOCC2)CC1CCO (stereo not given)	-4.5%	-0.1%	1.0%	-6.3%	-0.3%	-3.4%	3.9%	-0.8%	3.0%	5.6%

Another view of part of the listing above.
COc1ccccc1N1CCN(C(=O)CSc2ncccc2-c2nc3ccccc3[nH]2)CC1
- NPC1 prom act: 0.4%
- ELG1 genotoxic: 4.2%
- Rab9 prom act: 1.4%
- RORgamma inh: 8.4%
- MBNL1 CUG block: 13.1%
- VP16 counter: 7.1%
- BRCA1 expr up: -0.4%
- uPA surface inh: 6.3%
- p53 reactivation: 6.8%
- FLuc modulator: 23.9µM*
O=[N+]([O-])c1ccc(N2CCN(CC(O)COc3ccccc3)CC2)cc1 (stereo not given)
- NPC1 prom act: 2.6%
- ELG1 genotoxic: 2.0%
- Rab9 prom act: -6.7%
- RORgamma inh: -2.4%
- MBNL1 CUG block: 2.6%
- VP16 counter: 0.0%
- BRCA1 expr up: -8.8%
- uPA surface inh: -13.3%
- p53 reactivation: 0.5%
- FLuc modulator: -0.6%
